Compound activity from PubChem.
PLC-beta3 inh = PLC-beta3 (human) inhibition, primary screen; Q01970; Purified PLC-beta3, fluorogenic substrate, fluorescence; inhibition, % at 12.2 µM; 0.18% of 370,000 active; AID 720704; in the data active means inhibition above about 11%;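 further: 0% = median of compound wells on plate and 100% = full blocker control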
Target sequence (Q01970 whole entry, looked up): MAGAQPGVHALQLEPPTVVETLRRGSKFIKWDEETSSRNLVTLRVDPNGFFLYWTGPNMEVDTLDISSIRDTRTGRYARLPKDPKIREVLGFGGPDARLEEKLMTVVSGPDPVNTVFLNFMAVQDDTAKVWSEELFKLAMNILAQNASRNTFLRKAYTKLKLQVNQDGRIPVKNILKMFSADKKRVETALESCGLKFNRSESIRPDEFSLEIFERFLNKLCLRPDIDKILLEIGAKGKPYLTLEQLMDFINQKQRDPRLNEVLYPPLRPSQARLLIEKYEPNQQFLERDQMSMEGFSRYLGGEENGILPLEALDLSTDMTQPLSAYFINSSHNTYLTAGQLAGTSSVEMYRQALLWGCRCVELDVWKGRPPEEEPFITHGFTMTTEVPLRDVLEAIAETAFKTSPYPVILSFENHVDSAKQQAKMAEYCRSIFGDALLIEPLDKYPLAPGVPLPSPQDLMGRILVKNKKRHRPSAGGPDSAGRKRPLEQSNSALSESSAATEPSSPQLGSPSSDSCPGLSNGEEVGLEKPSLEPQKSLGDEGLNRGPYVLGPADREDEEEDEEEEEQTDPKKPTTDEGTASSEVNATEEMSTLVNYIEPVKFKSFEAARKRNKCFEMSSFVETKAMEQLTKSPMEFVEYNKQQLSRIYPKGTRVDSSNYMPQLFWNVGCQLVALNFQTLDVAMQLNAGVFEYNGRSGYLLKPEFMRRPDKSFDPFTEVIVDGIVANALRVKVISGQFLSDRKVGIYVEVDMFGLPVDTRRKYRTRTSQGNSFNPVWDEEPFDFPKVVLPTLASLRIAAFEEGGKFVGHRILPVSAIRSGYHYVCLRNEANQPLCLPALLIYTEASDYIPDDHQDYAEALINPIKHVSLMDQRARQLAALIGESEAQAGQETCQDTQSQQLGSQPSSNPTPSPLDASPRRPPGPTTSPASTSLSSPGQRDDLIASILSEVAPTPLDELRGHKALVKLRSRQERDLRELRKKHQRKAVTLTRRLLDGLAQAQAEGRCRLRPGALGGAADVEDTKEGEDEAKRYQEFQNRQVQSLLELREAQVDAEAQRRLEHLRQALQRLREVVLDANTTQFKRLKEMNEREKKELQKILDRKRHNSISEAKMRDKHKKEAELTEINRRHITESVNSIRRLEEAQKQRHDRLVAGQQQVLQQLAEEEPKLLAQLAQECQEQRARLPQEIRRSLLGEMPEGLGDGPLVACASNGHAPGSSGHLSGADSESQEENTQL
DDE Tn6 FP inh = disrupts Tn6 cyclic peptide binding to fibrin D-Dimer-E complex | AID 720509 | Fibrin DD(E) TRITC-Tn6 fluorescence polarization displacement | inhibition, % at 8.3 µM | 0.21% of 370,000 active | P02675;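 active means inhibition above a per-campaign cutoff: mean of compounds within control limits plus 3 SD, cut at about 15% in these data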;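 further: 0% = median of all compound wells on the plate and 100% = blocking peptide control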
MBD2 inh = inhibitors of human MBD2 binding to methylated oligonucleotide | TR-FRET | inhibition, % at 4.4 µM | 0.31% of 370,000 active | AID 686964; in the data active means inhibition above about 13%
DDE Tn7 FP inh = inhibitors of Tn7 peptide binding to human fibrin DD(E). FP displacement of FITC-Tn7 peptide from fibrin DD(E); 0% = median of compound wells per plate. inhibition, % at 8.3 µM. 0.13% of 370,000 active. AID 720508;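 active means inhibition above the mean of compounds falling within the control limits plus 3 SD of them, cut at about 14% in these data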;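 further: 0% = plate median of compound wells and 100% = 10 µM Aha-Tn7 peptide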
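Measure: % inhibition scaled between sample-field median and high-control FP; Test system: human fibrin DD(E); Quantity: 2 µM final DD(E) protein; Doses: one dose, 8.3 µM nominal; Schedule: compound with protein 10 min, then 3 h after probe, room temperature; Detection: fluorescence polarization; Medium: Tris buffer with calcium and detergent, pH 7.8.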
KLK7 zymogen act = proKLK7 (human) activation, primary screen. activation, % at 7 µM. AID 652039. purified proKLK7, EDANS-DABCYL substrate fluorescence; 100% is mature enzyme control, 0% vehicle. 0.9% of 370,000 active;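 active means activation above the mean of all tested compounds plus 3 SD, computed per campaign excluding outliers beyond control limits, cut at about 13% in these data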
ADAM17 inh = ADAM17 inhibition, QFRET primary screen; P78536; recombinant ADAM17, EDANS/DABCYL FRET peptide cleavage; inhibition, % at 6.95 µM; 0.83% of 370,000 active;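 active means inhibition above the mean of compounds lying between control limits plus 3 SD, set per campaign, cut at about 8.5% in these data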;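 further: 0% = DMSO-only wells as the low control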
PLC-gamma1 inh = PLC-gamma1 (human) inhibition, primary screen. P19174. purified PLC-gamma1, fluorogenic substrate, fluorescence. inhibition, % at 12.2 µM. 0.84% of 370,000 active. AID 720700; in the data active means inhibition above about 9.5%
UHRF1 MBD2 ctr = blocks human UHRF1 binding to methylated DNA | Q96T88 | UHRF1 binding to methylated oligo, TR-FRET | inhibition, % at 4.4 µM | 0.75% of 370,000 active | AID 687016; in the data active means inhibition above about 21%;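 further: UHRF1 SRA domain binding a hemimethylated CpG hairpin DNA probe; 0% = median of test compound wells and 100% = reference inhibitor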
ASAP1 GAP inh = blocks human ASAP1-stimulated Arf1 GTP hydrolysis; GDP FP detection; inhibition, % at 16.5 µM; 0.19% of 360,000 active; in the data active means inhibition above about 25%;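 further: 0% = vehicle with enzyme and substrate and 100% = no enzyme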
ARFGAP1 inhibitor = inhibitors of rat ARFGAP1. inhibition, % at 16.5 µM. Q62848. Arfgap1-stimulated ARF1 GTP hydrolysis, GDP FP detection. 0.26% of 360,000 active. AID 651572;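 active means inhibition above a per-plate limit, mean inhibition of low control wells plus 3 SD, cut at about 25% in these data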;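 further: 0% = DMSO wells with enzyme and 100% = wells lacking Arfgap1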
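Assay system: Rat Arfgap1 GAP domain (His6, aa 1-136), purified enzyme | Buffer or medium: HEPES 25 mM pH 7.5, NaCl 150 mM, MgCl2, DTT | Schedule: GTP hydrolysis reaction 2 h at 25 °C | Signal: FP of antibody-bound GDP Alexa 633 tracer, ex 620/em 688 nm | Measure: Percent inhibition of Arfgap1-stimulated GTP hydrolysis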
The depositor's hits bear a star; i = inactive; . = no result given.

cpd	structure	PLC-beta3 inh	DDE Tn6 FP inh	MBD2 inh	DDE Tn7 FP inh	KLK7 zymogen act	ADAM17 inh	PLC-gamma1 inh	UHRF1 MBD2 ctr	ASAP1 GAP inh	ARFGAP1 inhibitor
1	Cc1ccc(C(=O)O)cc1NC(=O)c1cccs1	0	2	0	8	0.0	-6	-3	4	-19	-4
2	Cc1ccc(C)n1-c1ccc(N2CCOCC2)c(Br)c1	-3	2	0	3	0.6	-2	-3	-3	-13	12
3	Cc1cc(=O)[nH]c(SCC(=O)Nc2ccc(S(N)(=O)=O)cc2)n1	1	-4	0	-6	-0.9	-2	-2	1	7	-6
4	COC(=O)c1ccc2c(C)c(C(C)(C)O)[nH]c2c1	i	6	5	4	28*	i	i	-2	3	5
5	COC(=O)C(C)N1C(=O)S/C(=C/c2cc(C)n(C(C)C)c2C)C1=O (stereo unspecified)	-34	-6	2	6	0.6	-4	-28	0	0	2
6	COCCCn1c(CCC(=O)O)ccc1-c1ccc(F)cc1	-159	-6	4	-10	7.7	-271	-132	1	-9	-4
7	Cc1cccc(C(=O)N[C@H](C(=O)Nc2ncc(C)s2)C(C)C)c1	-4	6	-3	-7	-0.2	1	2	0	7	8
8	Cc1cc(C(=O)CSc2nnc(-c3ccncc3)n2-c2ccccc2)c(C)n1C	-20	12	2	1	0.5	-3	-15	1	1	-3
9	O=C(CN1CCN(S(=O)(=O)c2ccccc2F)CC1)NCC1(N2CCOCC2)CCCCC1	-7	-3	-1	0	1.2	1	3	1	-2	-1
10	CC(C(=O)Nc1ccc2c(c1)OCO2)n1cnc2c1c(=O)n(C)c(=O)n2C (stereo unspecified)	-5	-2	-1	2	-0.1	-2	2	-1	-6	-8
11	COc1cccc(NC(=O)NC2CCN(CC(=O)Nc3ccccc3[N+](=O)[O-])CC2)c1	-4	4	-3	0	0.8	0	2	2	-5	2
12	COC(=O)c1nc2n(n1)C(c1ccc(OC)c(OC)c1)C(C(=O)OC1CCCCC1)=C(C)N2 (stereo unspecified)	-1	-3	7	2	0.1	1	0	0	3	4
13	Cc1ccc(S(=O)(=O)N2CCC(C(=O)OCC(=O)NC3(C#N)CCCCC3)CC2)cc1C	-7	-6	-1	-5	0.0	-1	-5	0	-2	6
14	O=C(Nc1cccc2ncccc12)C(c1ccccc1)c1ccccc1	-6	4	3	0	-0.6	-2	-8	-2	-1	10
15	O=S(=O)(c1ccccc1)N1CCN(Cc2cccc(Cl)c2)CC1	3	-9	4	-6	0.1	-1	7	1	15	1

The closing two compounds of the section above open the next one:
cpd	structure	PLC-beta3 inh	DDE Tn6 FP inh	MBD2 inh	DDE Tn7 FP inh	KLK7 zymogen act	ADAM17 inh	PLC-gamma1 inh	UHRF1 MBD2 ctr	ASAP1 GAP inh	ARFGAP1 inhibitor
14	O=C(Nc1cccc2ncccc12)C(c1ccccc1)c1ccccc1	-6	4	3	0	-0.6	-2	-8	-2	-1	10
15	O=S(=O)(c1ccccc1)N1CCN(Cc2cccc(Cl)c2)CC1	3	-9	4	-6	0.1	-1	7	1	15	1
16	COc1ccc(N(CC(=O)NCc2ccc3c(c2)OCO3)S(C)(=O)=O)cc1OC	-1	-4	-2	-2	-0.1	-7	-2	0	3	-5
17	COc1ccc2nc(NC(=O)CSc3nnnn3C)sc2c1	-5	-4	-6	-3	-0.2	-5	-1	-2	-3	2
18	CC12CCC(=O)N1C(C(=O)Oc1cccc(F)c1)CS2 (stereo unspecified)	1	-1	0	0	0.2	-2	4	-3	5	11
19	CCOC(=O)N1CCC(NC(=O)C2CCN(C(=O)N3CC(C)Oc4ccc(C)cc43)CC2)CC1 (stereo unspecified)	2	-2	-1	-3	0.4	-1	3	4	10	0
20	CCNC(=O)C1(C)CCN(C(=O)c2ccc(C)c(F)c2)C1 (stereo unspecified)	0	2	3	-6	-0.4	-7	-1	1	-5	15
21	CC1(C(=O)NS(=O)(=O)c2ccc3ccccc3c2)CCN1C(=O)CC1CCCCC1 (stereo unspecified)	-7	-1	-2	-4	0.7	1	-3	-1	7	-7
22	C(CCc1nn[nH]n1)CCC1CCCCC1	0	4	5	1	-0.3	-1	-1	0	0	-2
23	CN(C)C(=O)NC1c2ccccc2-c2ccccc21	6	7	0	-2	0.8	0	3	-5	10	1
24	COc1cc(-c2cc3nc(NCc4ccco4)ccn3n2)cc(OC)c1OC	-75	-4	-4	9	0.4	-13	-60	-1	2	-12
25	COCCNC(=O)c1cc2c(=O)n3cccc(C)c3nc2n(Cc2ccncc2)c1=N	i	3	-6	-2	141*	i	-489	-9	-7	-14
26	CC(=O)Nc1ccc(S(=O)(=O)NCC2CCC(C(=O)NC3CCCCCC3)CC2)cc1 (stereo unspecified)	-1	2	3	4	0.1	-1	0	0	16	-7
27	Cc1cc(=O)[nH]c(/N=C(\N)Nc2cccc3ccccc23)n1	1	-1	-4	3	0.0	-2	5	-1	8	2
28	COc1ccc([C@H]2CC(=O)C=C(c3ccc4c(c3)OCO4)C2)cc1	-13	6	8	-6	-0.4	-3	-8	1	-3	0
29	CCSc1nc(-c2ccco2)ccc1C#N	-40	3	-1	0	-0.6	14*	-27	8	-15	4
30	OC1(c2cccs2)CN(c2ccc(Cl)cc2)C2=[N+]1CCCC2 (stereo unspecified)	-2	-1	4	-1	0.3	-3	1	-2	2	-12
31	O=c1nc2n(c3cccc(Cl)c13)CCCCC2	3	1	-7	5	-0.2	1	0	-2	7	15
32	O=C(Nc1ncc(Cc2ccc(SC(F)F)cc2)s1)c1ccc(OC(F)F)cc1	-4	4	6	8	-0.7	-9	-6	4	5	14
33	CCNC(=S)N1CCC(NC(=O)C2CCCCC2)CC1	8	6	-1	-1	-0.4	-2	5	1	-3	-4
34	CC(C)(C)OC(=O)C[C@@H]1C/C=C\C[C@@H](CC(=O)N[C@H](CO)Cc2ccccc2)C(=O)N2CCC[C@@H]2COC1=O	5	-2	-3	-5	0.8	6	4	-1	6	2
35	Cc1cc(OCC(=O)Nc2ccccc2C)no1	-5	3	2	6	-0.4	-8	0	0	1	5
36	COc1cc(C(=O)Nc2cnc(NC(=O)C(C)C)cc2C)cc(OC)c1OC	-4	12	7	0	0.2	-5	-4	7	0	-6
37	O=C(Nc1cccc(S(=O)(=O)N2CCOCC2)c1)c1cc2c(s1)CCC2	-3	4	5	6	0.2	-2	-2	0	1	-1
38	Cc1cc(C)cc(NC(=O)C2CC(=O)n3ncnc3N2)c1 (stereo unspecified)	-2	1	2	1	0.1	-1	2	-1	16	-3
39	COCCn1c(N)c(N(Cc2ccccc2)C(=O)C(C)Oc2ccc(Br)cc2)c(=O)[nH]c1=O (stereo unspecified)	0	3	-2	-5	0.1	-4	3	-1	-6	-6
40	C[C@H]1[C@@H](N(C)C)CC[C@@]23CCCN2C(=O)CCC[C@@H]13	0	-3	-2	-1	.	-2	2	-2	.	.
41	CCOC(=O)C1CCCN(C2CC(=O)N(c3cccc(C)c3)C2=O)C1 (stereo unspecified)	3	6	8	8	-0.6	-3	1	-2	8	2
42	O=C(Nc1ccc(Cl)c(Cl)c1)Nc1nnc(-c2ccncc2)s1	-2	2	-1	-3	0.2	-9	-2	-1	16	14
43	N=C1S/C(=C\c2cn[nH]c2-c2ccc(F)cc2)C(=O)N1c1ccccc1F	-3	-2	0	-6	-0.1	-4	-1	0	-6	-7
44	Cc1cc(NC(=O)CCC(=O)N(CC(=O)NCC2CCCO2)c2cccc(C)c2C)no1 (stereo unspecified)	-6	-3	8	4	0.6	-5	3	1	8	12
45	COc1ccccc1CNCC(=O)N1CC(=O)Nc2ccccc21	-8	-2	4	-1	-0.4	-5	-2	2	-8	6

KLK7 zymogen act: entries above that show a hit.
cpd	structure	PLC-beta3 inh	DDE Tn6 FP inh	MBD2 inh	DDE Tn7 FP inh	KLK7 zymogen act	ADAM17 inh	PLC-gamma1 inh	UHRF1 MBD2 ctr	ASAP1 GAP inh	ARFGAP1 inhibitor
4	COC(=O)c1ccc2c(C)c(C(C)(C)O)[nH]c2c1	i	6	5	4	28*	i	i	-2	3	5
25	COCCNC(=O)c1cc2c(=O)n3cccc(C)c3nc2n(Cc2ccncc2)c1=N	i	3	-6	-2	141*	i	-489	-9	-7	-14

The list continues.
cpd	structure	PLC-beta3 inh	DDE Tn6 FP inh	MBD2 inh	DDE Tn7 FP inh	KLK7 zymogen act	ADAM17 inh	PLC-gamma1 inh	UHRF1 MBD2 ctr	ASAP1 GAP inh	ARFGAP1 inhibitor
46	CN(Cc1nc(-c2ccc3c(c2)OCO3)no1)CC1(N2CCOCC2)CCCCC1	-4	-11	1	-5	0.2	-6	4	6	3	0
47	Cc1ccc(S(=O)(=O)N(C)C[C@@H]2OCc3ccccc3-c3c(n(C)c4ccccc34)C(=O)N([C@H](C)CO)C[C@@H]2C)cc1	-6	-2	8	1	0.2	12*	7	4	-1	9
48	CCn1cc(C2=NC(c3ccccc3)CO2)c2ccccc21 (stereo unspecified)	-1	-10	-2	4	-0.1	1	5	3	1	0
49	CC(C)(CN1CCCCC1)NS(=O)(=O)c1ccc(Cl)cc1	3	1	3	-1	0.1	-3	0	-2	-13	2
50	O=C(COc1ccc(C(=S)N2CCCC2)cc1)Nc1ccccc1C(F)(F)F	-4	1	2	-4	0.5	-3	1	0	1	9
51	CC1(Cc2cccc(C#N)c2)C(=O)Nc2c(Cl)cccc21 (stereo unspecified)	-2	-8	4	4	0.6	-5	3	2	-3	4
52	CCOC(=O)c1[nH]c(C)c(C(=O)NC)c1C	2	7	2	6	-1.0	0	1	-3	11	-7
53	CCCNC(=O)C1(CC2CC(c3ccccc3)=NO2)CCN(C(=O)c2ccccc2)CC1 (stereo unspecified)	-2	5	6	4	-0.9	-4	-1	3	4	-4
54	Cc1ccc(C)c(NC(=O)CSc2nncn2C)c1	-9	2	0	5	-0.1	-4	-1	-1	1	-3
55	COc1cc(OC)c(N2CC34C=CC(O3)C(C(=O)O)C4C2=O)cc1Cl (stereo unspecified)	1	5	-2	-2	-0.2	-1	-2	-1	4	3
56	CC1CCCCN1CCNC(=O)c1ccc2c(c1)N(Cc1ccccc1)C(=O)c1ccccc1S2(=O)=O (stereo unspecified)	-9	2	2	6	-0.3	-4	0	1	0	2
57	Cc1ccc(NC(=O)C2CC(=O)N(C(C)C)C2)cc1C (stereo unspecified)	-1	3	-1	4	-0.4	-4	-1	1	-1	-2
58	COCC(N)(c1ccccc1)c1nc2ccccc2n1C (stereo unspecified)	0	3	-3	-4	1.0	0	1	-2	-7	-6
59	O=C(NCc1cccnc1)C(=O)NCC1OCCCN1S(=O)(=O)c1ccc(Cl)cc1 (stereo unspecified)	0	4	-6	5	-0.6	0	0	-2	2	-2
60	CC(=O)N1CCc2cc(S(=O)(=O)Nc3ccccc3N3CCN(C)CC3)ccc21	4	-3	0	-2	-0.8	4	6	4	5	-14
61	O=C(Nc1cccc(S(=O)(=O)NC2=NCCC2)c1)c1ccccc1F	-2	4	-1	6	0.2	2	1	-1	4	-15
62	O=C(CCn1c(=S)oc2ccccc21)Nc1cc([N+](=O)[O-])ccc1F	-3	-1	-4	4	0.1	-4	1	2	4	5
63	COCCCN(Cc1cc(OC)c(OC)c(OC)c1)C(=S)Nc1cccc(Cl)c1	2	-3	-5	-2	0.0	1	2	-2	-15	-6
64	CC1CCN(S(=O)(=O)c2cc(C(=O)NC3(C)CCS(=O)(=O)C3)ccc2Br)CC1 (stereo unspecified)	-3	-5	-5	2	-0.2	-1	-3	-1	4	3
